From PubChem
D1 antagonist – blocks dopamine activation of the human D1 receptor; 3.2% of 360,000 active; AID 504652; activity change, negative = inhibition, % at 10 µM; HEK293 TREx D1 cells, calcium flux, dopamine EC80; hits give low values; in the data active = activity change below about -30%; also: % is scaled to controls: 0 for no effect and ±100 for the full control effect
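After overnight tetracycline induction at 30 C, force-coupled D1 HEK293 cells took up a no-wash calcium dye at room temperature. Compounds were added and monitored 180 s, and the response to EC80 dopamine was then recorded.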
D1 PAM – potentiators of human D1 dopamine receptor; P21728; HEK293 TREx D1 cells, calcium flux, dopamine EC20 potentiation; potentiation, % at 10 µM; 0.036% of 360,000 active; AID 504651; in the data active = potentiation above about 30%; also: 0% is about no effect
D2 PAM – positively modulates the human D2 dopamine receptor allosterically; HEK293 T-REx D2, calcium flux, EC20 dopamine potentiation; AID 485347; P14416; 0.34% of 340,000 active; potentiation, % at 10 µM;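 active = potentiation over 3 SD above the plate norm, cut at about 30% in these data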; also: 0% is about no effect
Target sequence (P14416 whole entry, looked up): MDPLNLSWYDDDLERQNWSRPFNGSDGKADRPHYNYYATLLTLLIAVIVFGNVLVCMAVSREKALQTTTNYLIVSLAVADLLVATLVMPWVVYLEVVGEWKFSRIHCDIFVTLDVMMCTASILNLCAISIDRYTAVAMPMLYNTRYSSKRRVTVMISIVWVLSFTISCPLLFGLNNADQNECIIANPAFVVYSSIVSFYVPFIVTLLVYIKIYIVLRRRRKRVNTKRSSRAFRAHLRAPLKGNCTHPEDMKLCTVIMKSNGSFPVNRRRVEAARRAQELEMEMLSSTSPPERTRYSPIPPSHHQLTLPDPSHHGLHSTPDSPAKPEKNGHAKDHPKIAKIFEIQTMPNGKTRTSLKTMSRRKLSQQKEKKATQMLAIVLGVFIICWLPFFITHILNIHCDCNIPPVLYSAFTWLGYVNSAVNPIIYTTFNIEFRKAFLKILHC
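Tetracycline-induced HEK293 T-REx cells force-coupled to calcium signalling expressed D2; compounds were pin-added after a 10 s baseline, read kinetically 180 s, then an EC20 dopamine challenge followed with a further 180 s calcium read.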
D1 agonist – agonists of human D1 dopamine receptor; AID 504660; P21728; activation, % at 2 µM; 1% of 360,000 active; HEK293 T-REx D1 cells, calcium flux, agonist mode; in the data active = activation above about 30%; also: 0% is about no effect
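Agonism was scored from calcium flux recorded over 180 s (1 read/s) after pintool compound addition, following a 10-cycle baseline. Cells were inducible force-coupled HEK293 TREx D1, plated overnight at 30 C and loaded with no-wash calcium dye.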
RXFP1 antag – RXFP1 (human) relaxin receptor antagonism. HEK293-RXFP1, relaxin-stimulated cAMP HTRF, 30 min; hits give low values. activity change, negative = inhibition, % at 57.5 µM. 0.59% of 350,000 active. AID 1259400;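 active = activity change of -60% or lower, but not beyond a set lower limit; inconclusive = change between -60% and -40%, or beyond the set limit; inactive = change above -40%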; also: % is scaled to controls: 0 for no effect and ±100 for the full control effect
RXFP1 ag – agonists of human relaxin receptor RXFP1; Q9HBX9; HEK293T-RXFP1 cAMP TR-FRET, 30 min; response scale: percent of porcine relaxin response, buffer zero; Potency, µM (titrated, usually from 57.5 µM), inactives show at the top dose activation, hits mostly activators; 0.3% of 370,000 active; active = well fitted activation curve with a large enough effect; inconclusive = small, poorly fitted or top-dose-only effect; also: potency is read from the fitted curve at half-maximal effect; % is scaled to controls: 0 for no effect and ±100 for the full control effect; nearly all actives have a fitted effect of over 60% in size; many of its hits are not listed in these tables
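cAMP rise read by TR-FRET after 30 min, 37C compound exposure (up to 58 uM) in RXFP1-transfected HEK293 cells with Ro 20174 present. EC50 from Hill-equation fits, with 29 nM porcine relaxin as 100% and buffer as basal.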
D2 antagonist – antagonists of human D2 dopamine receptor; P14416; HEK293 TREx D2 cells, calcium flux, dopamine EC80; inhibition, % at 10 µM; 2% of 340,000 active; in the data active = inhibition above about 30%; also: 0% is about no effect
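Compounds are added to dye-loaded, induced HEK293 T-REx cells coupled to calcium release via D2; after a 3 min kinetic read an EC80 dopamine stimulus is given and fluorescence is recorded for 3 more min.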
TRHR PAM – allosteric enhancers of human TRH receptor | P34981 | TRHR cells, fluo-8 calcium fluorescence, EC20 TRH enhancement | enhancement, % at 2 µM | 0.66% of 360,000 active; in the data active = enhancement above about 30%; also: 0% is about no effect
Target sequence (P34981 whole entry, looked up): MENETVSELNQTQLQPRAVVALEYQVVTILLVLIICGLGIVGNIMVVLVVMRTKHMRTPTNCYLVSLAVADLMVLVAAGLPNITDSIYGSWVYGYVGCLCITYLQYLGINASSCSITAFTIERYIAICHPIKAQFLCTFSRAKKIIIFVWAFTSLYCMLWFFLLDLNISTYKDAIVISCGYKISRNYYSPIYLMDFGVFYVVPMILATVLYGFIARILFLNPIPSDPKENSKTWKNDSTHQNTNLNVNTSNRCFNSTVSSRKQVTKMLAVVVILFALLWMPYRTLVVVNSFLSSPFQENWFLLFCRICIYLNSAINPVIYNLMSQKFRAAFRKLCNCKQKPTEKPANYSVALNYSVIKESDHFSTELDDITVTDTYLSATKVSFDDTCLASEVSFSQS
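TRHR-expressing cells loaded with fluo-8 calcium dye were read kinetically (ex 480/em 530) during compound addition, then stimulated with an EC20 of TRH (10 nM final). Enhancement of the Gq-mediated intracellular calcium response was scored.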
D2 ag – agonists of human D2 dopamine receptor | HEK293 T-REx D2 cells, calcium flux agonist mode | P14416 | 0.53% of 340,000 active | AID 485358 | activation, % at 2 µM;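 active = activation over 3 SD above normal in the single-dose calcium agonist read, cut at about 30% in these data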; also: 0% is about no effect
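Agonism scored from kinetic calcium signal (1 read/sec, 180 s) following compound pin transfer, after a 10 s baseline. Cells: HEK293 Trex line expressing inducible D2 receptor coupled to calcium, dye-loaded after overnight culture at 30 C.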
* hit, by the source's call; ? = inconclusive; · = not tested or not shown. A portion of the library; the hit share may differ from the screen's.

Each structure is followed by: D1 antagonist	D1 PAM	D2 PAM	D1 agonist	RXFP1 antag	RXFP1 ag	D2 antagonist	TRHR PAM	D2 ag
Cc1cc(Br)cc(Br)c1OCC(=O)NNC(=O)c1ccoc1C
→ 9	6	-4	2	3	-1.5%	-1	-10	0.6
COC(=O)C(C)SC1=N/C(=C/c2ccc(-n3cncn3)cc2)C(=O)N1 (configuration not stated)
→ -18	-1	11	1	3	0.0%	3	0	-0.2
COC(=O)c1ccccc1NC(=O)CN1C(=O)COc2ccccc21
→ 3	-4	14	1	·	-1.9%	·	-7	0.9
Cc1cnc(C(=O)OCC(=O)N=c2sccn2Cc2ccccc2Cl)cn1
→ 27	1	-2	7	-1	1.3%	-8	0	-0.1
Cc1ccc(NC(=O)CN(C)C(=O)CSc2nc(C)cc(C)n2)cc1
→ 18	-1	-5	3	-4	0.3%	19	-3	0.5
Cc1cc(NC(=O)CSc2nnnn2-c2ccccc2F)no1
→ 5	3	4	0	4	0.0%	10	-1	0.0
Cc1ccc(C(=O)CSc2nnc(CNc3ccc(C)cc3C)n2Cc2ccco2)cc1
→ -6	1	17	1	-2	-2.0%	-2	-2	-0.1
Cc1ccc(C(=O)NCCC(=O)N2CCCC2)cc1
→ -3	-3	-4	4	5	2.5%	11	2	0.6
CC1=C(C(=O)OC2CCCCC2)C(c2cccc([N+](=O)[O-])c2)NC(=O)N1 (configuration not stated)
→ 6	2	-12	1	2	-1.9%	-17	1	-1.4
CCOC(=O)C1=C(COC(=O)Cc2ccccc2F)NC(=O)NC1C (configuration not stated)
→ -9	-1	-21	5	-19	0.7%	-4	-4	0.5
O=C(NNC(=S)Nc1ccc(Br)cc1)c1cccnc1
→ -16	4	-11	5	-7	0.5%	-4	-2	1.1
CCc1ccc(NC(=O)N2CC(C)Oc3ccc(C)cc32)cc1 (configuration not stated)
→ 3	-2	8	2	-62*	0.1%	·	3	-0.3
NC(=O)CSc1nc(C2CC2)nc2sc3c(c12)CCCC3
→ -26	-3	-3	2	5	1.3%	16	-1	1.0
COc1ccc(OCC(=O)NCCNC(=O)c2ccncc2)cc1
→ -5	5	1	1	25	-1.2%	-9	0	0.1
CCC(C)(C(=O)NC1CCCC1)N(C(=O)CNC(C)=O)c1ccc(C)cc1 (configuration not stated)
→ 23	-1	2	1	7	1.4%	6	-5	-0.8
Cc1ccc(/C=N/NC(=O)c2ccc3nc[nH]c3c2)s1
→ 6	-2	·	-1	-4	-3.2%	-11	-3	-0.5
CN(C(=O)c1ccc(OC2CCN(Cc3ccccn3)CC2)cc1)C1CCCCC1
→ -2	-7	4	4	-10	0.7%	7	-2	1.1
O=c1c2cnn(-c3ccc(Cl)cc3)c2ncn1Cc1ccc(Cl)cc1Cl
→ -15	2	-2	0	12	-0.1%	·	-1	0.8
O=c1nccc(SCc2ccc(Cl)cc2Cl)[nH]1
→ -16	-6	10	0	6	2.1%	-8	7	2.8
CCOc1ccc(-c2cc3c(=O)n(CC(=O)NCc4ccc(C)cc4)ccn3n2)cc1
→ -2	-1	-3	-2	4	8.4%	·	8	-1.6
Cc1c(NC(=O)CN2C(=O)NC3(CCCCC3)C2=O)c(=O)n(-c2ccccc2)n1C
→ -12	-9	-3	2	-9	-0.9%	·	-4	·
O=C(NC1(C(F)(F)F)NC(=O)N(c2ccc(F)c(Cl)c2)C1=O)c1ccncc1 (configuration not stated)
→ -4	1	5	3	1	0.3%	-6	1	-0.2
COCCN1C(=O)N(c2cccc(C)c2)C(=O)C1CC(=O)Nc1ccc(F)cc1 (configuration not stated)
→ -18	0	0	-1	-1	-1.2%	1	-6	-0.1
COc1ccc(CCNC(=O)CN(C)S(=O)(=O)c2cccs2)cc1OC
→ ·	-1	-9	-1	-1	0.1%	5	-2	0.2
Cc1ccc(-c2nc3cc(NS(=O)(=O)c4ccc(C)cc4)ccc3o2)cc1
→ -2	0	9	3	-4	4.8%	-7	3	0.6
CCCCNC(=O)CCCn1c(=O)c2ccccc2n(Cc2ccccc2C)c1=O
→ 15	1	3	-1	·	?	·	7	-1.4
CN(C)c1ccc(NC(=O)CSCc2nc3c(nnn3Cc3ccc(F)cc3)c(=O)[nH]2)cc1
→ -17	-2	-4	8	15	0.6%	-9	4	-2.6
CCCc1nc(NCc2ccccc2)c(C#N)c2c1CCCC2
→ -3	2	0	0	-6	0.8%	-5	4	-1.1
COc1ccc(/C(C)=N/Nc2cc(C(F)(F)F)ccc2Cl)c(OC)c1
→ 0	-5	-20	3	·	-0.1%	8	-8	-0.4
CN(CCCC(=O)NCc1ccco1)S(=O)(=O)c1ccccc1
→ 5	-5	14	2	-3	6.2%	5	-3	0.1

Rewritten in markdown: entries from further up
| SMILES | D1 antagonist | D1 PAM | D2 PAM | D1 agonist | RXFP1 antag | RXFP1 ag | D2 antagonist | TRHR PAM | D2 ag |
| --- | --- | --- | --- | --- | --- | --- | --- | --- | --- |
| CN(C(=O)c1ccc(OC2CCN(Cc3ccccn3)CC2)cc1)C1CCCCC1 | -2 | -7 | 4 | 4 | -10 | 0.7% | 7 | -2 | 1.1 |
| O=c1c2cnn(-c3ccc(Cl)cc3)c2ncn1Cc1ccc(Cl)cc1Cl | -15 | 2 | -2 | 0 | 12 | -0.1% | · | -1 | 0.8 |
| O=c1nccc(SCc2ccc(Cl)cc2Cl)[nH]1 | -16 | -6 | 10 | 0 | 6 | 2.1% | -8 | 7 | 2.8 |
| CCOc1ccc(-c2cc3c(=O)n(CC(=O)NCc4ccc(C)cc4)ccn3n2)cc1 | -2 | -1 | -3 | -2 | 4 | 8.4% | · | 8 | -1.6 |

Following part
Each structure is followed by: D1 antagonist	D1 PAM	D2 PAM	D1 agonist	RXFP1 antag	RXFP1 ag	D2 antagonist	TRHR PAM	D2 ag
Cc1ccc(-c2nc3ccccn3c2Nc2ccccc2C)s1
→ 3	4	10	-1	·	6.3%	·	1	-0.3
O=C(O)CNS(=O)(=O)c1cccc2nsnc12
→ 2	-1	-4	4	-4	-0.5%	3	-5	0.1
Cc1ccc(NC2=NC(c3ccc(O)cc3)n3c(nc(C)cc3=O)N2)cc1 (configuration not stated)
→ -16	-8	-8	3	13	1.7%	11	-1	0.2
O=C(Nc1cccnc1)Nc1ccc(F)c(Cl)c1
→ 2	-11	11	21	-9	0.4%	7	-9	-0.7
Cc1ccc(CNC(=O)Nc2ccc(F)cc2)n1C
→ -20	-12	-12	4	2	5.6%	15	0	-0.6
Cc1ccc(Cl)c(OCC(=O)OC(C)C(=O)NC2CC2)c1 (configuration not stated)
→ 0	-1	-6	5	-13	1.1%	2	-6	0.2
COc1ccc(NC(=O)CN(C)C(=O)c2ccc(COc3ccccc3)cc2)cc1
→ 11	-6	-5	1	9	1.4%	9	-3	0.7
COc1ccccc1CC(=O)NNS(=O)(=O)c1ccc([N+](=O)[O-])cc1
→ -9	-6	-17	1	10	1.5%	13	0	0.7
COc1ccc(CNC(=O)C2(CC3CC(c4ccccc4)=NO3)CCN(C(=O)C3CCCC3)CC2)cc1 (configuration not stated)
→ 4	-5	7	4	·	-0.9%	14	8	0.2
O=c1c2sccc2n(Cc2cc(=O)n3ccccc3n2)c(=O)n1-c1cc(F)ccc1F
→ -29	0	-10	-1	6	27%	·	8	-0.3
COc1ccc(N2CC(C(=O)N/N=C/c3cccs3)CC2=O)cc1 (configuration not stated)
→ -4	-7	9	0	2	4.2%	-19	11	-0.7
COc1ccc2nc(N(CCN(C)C)C(=O)c3ccc(C(=O)c4ccccc4)cc3)sc2c1
→ 6	-3	-9	6	-10	1.8%	-9	-5	0.2
CCN(CC)C(=O)Cn1c(=O)cc(C)c2c(C)nn(C)c21
→ 18	-3	0	1	·	0.6%	·	3	-0.6
COc1ccc(CCNC(=O)c2ccc(Cl)c(S(=O)(=O)N3CCCCCC3)c2)cc1
→ 4	-3	-2	12	-2	2.7%	-2	2	0.3
Cn1c(=O)n(C)c2cc(S(=O)(=O)Nc3ccccc3O)ccc21
→ -12	-1	5	5	-1	-0.6%	7	-3	-0.1
COc1cc(C(=O)N2CCN(Cc3ccccn3)CC2)cc(OC)c1OC
→ 19	-2	10	4	-1	6.0%	-16	-4	-0.1
S=C(CN1CCCC1=S)NCCc1ccccc1
→ -1	-4	-27	3	-7	2.1%	-4	-2	-1.8
CCC(C)(C)n1nnnc1C(c1ccccc1OC)N1CCN(C(=O)c2ccco2)CC1 (configuration not stated)
→ -4	-7	·	6	-10	1.2%	·	5	·
CCOc1cccc(CNCc2ccc(C(=O)O)cc2)c1
→ -4	-1	·	6	0	-0.7%	3	-3	-0.3
Nc1c(Cl)ncnc1NCC(O)CO (configuration not stated)
→ -26	-2	2	3	7	4.4%	1	8	-0.3
Cc1ccc(C2=CC(c3ccc(Cl)cc3)n3nc(-c4ccc(C)cc4)nc3N2)cc1 (configuration not stated)
→ 6	-2	15	12	-1	-1.4%	·	9	-0.8
N[C@@H](CO)c1cn([C@@H](Cc2cc3ccccc3[nH]2)C(=O)N2CCNCC2)nn1
→ 33	2	3	1	·	2.3%	-3	7	-0.3
Cc1ccc(Nc2nc(N)nc(CSc3nnc(-c4ccncc4)o3)n2)cc1
→ 3	12	2	3	1	-0.5%	9	1	1.1
CCOC(=O)NC(NCC(O)c1ccccc1)(C(F)(F)F)C(F)(F)F (configuration not stated)
→ -1	-2	-1	1	2	-0.3%	-3	-16	4.2
COc1ccc(/C=N/NC(=O)c2nc(-c3ccccc3)cc(-c3ccccc3)n2)cc1
→ -13	-4	3	2	-3	2.3%	-15	7	-0.2
COc1ccc(-n2nc(C(=O)NCC(=O)NCC3COc4ccccc4O3)c3ccccc3c2=O)c(OC)c1 (configuration not stated)
→ 15	-8	-10	2	-6	2.3%	15	33*	3.4
Cc1nn(C)c2c1c(C(F)(F)F)cc(=O)n2C(C)C(=O)N1CCN(c2ccccc2)CC1 (configuration not stated)
→ -9	-5	6	1	-5	21%	·	1	0.6
Cc1cc(C(=O)Nc2cccc3ncccc23)no1
→ 0	-6	2	1	-12	3.1%	14	-12	0.3
COc1ccc(S(=O)(=O)N(CC(=O)N2CCc3ccccc3C2)c2ccc(C)cc2)cc1
→ -16	-3	12	3	·	2.8%	·	6	-1.2
O=C(NCc1ccc(F)cc1)c1cc(-c2ccco2)on1
→ 25	8	3	3	15	2.3%	10	1	-1.4
O=C(Cn1cc(S(=O)(=O)Cc2ccccc2F)c2ccccc21)NCc1ccccc1Cl
→ -1	9	-5	17	-13	2.9%	·	9	0.2
Cc1ccc(NC(=O)CN2C(=O)S/C(=C/c3ccc(-c4cccc(C(=O)O)c4)o3)C2=O)cc1
→ -14	-5	6	10	0	-0.7%	8	-2	1.7

Part of the list above, showing only D1 agonist, D2 antagonist and D2 ag.
mol	D1 agonist	D2 antagonist	D2 ag
CCOc1cccc(CNCc2ccc(C(=O)O)cc2)c1	6	3	-0.3
Cc1ccc(C2=CC(c3ccc(Cl)cc3)n3nc(-c4ccc(C)cc4)nc3N2)cc1 (configuration not stated)	12	·	-0.8
